mIDH1 inhibitor: qHTS for Inhibitors of mutant isocitrate dehydrogenase 1 (IDH1): qHTS. hit rate 0.093% among 390,000. Potency, µM (series often up to 76.6 µM), inactives show at the top dose activity change, negative = inhibition, actives largely listed as inhibitors. IDH1-R132H enzyme, NADPH consumption, diaphorase/resazurin fluorescence. AID 602179, 2012; also: potency is read from the fitted curve at half-maximal effect; % is scaled to controls: 0 for no effect and ±100 for the full control effect; nearly all actives have a fitted effect of over 65% in size
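IDH1-R132H (0.5 ug/mL) preincubated 30 min with compound, then NADPH (0.016 mM) and alpha-KG (2 mM) added; 80 min at RT, pH 7.5. Remaining NADPH coupled via diaphorase/resazurin to fluorescence (540/590 nm); concentration-response curves normalized to no-enzyme control.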
TrxR1 substrate: qHTS Assay for Substrates of Mammalian Selenoprotein Thioredoxin Reductase 1 (TrxR1): qHTS; hit rate 0.01% among 390,000; AID 588456, 2011; purified TrxR1 substrate turnover, NADPH consumption readout; Potency, µM (top dose mostly 114 µM), for inactives: at the highest dose activity change, negative = substrate turnover; Thioredoxin reductase 1, cytoplasmic (Rattus norvegicus), O89049; also: potency is read from the fitted curve at half-maximal effect; % is scaled to controls: 0 for no effect and ±100 for the full control effect; nearly all actives have a fitted effect of over 50% in size
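Rat TrxR1, dispensed at 90 nM, was prereduced with 400 uM NADPH (final) for 5 min at ~22 deg C, then incubated with compound 15 min before 400 uM selenite. A first-read NADPH fluorescence drop versus no-compound background flagged substrates.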
TRHR ag: qHTS for Small Molecule Agonists and Allosteric Enhancers of Human TRH Receptor: Primary Screen for Agonists; Thyrotropin-releasing hormone receptor (Homo sapiens), P34981; TRHR cells, calcium flux fluo-8, FDSS agonist mode; activation, % at 2 µM; hit rate 0.18% among 360,000; AID 493084, 2011; in the data active = activation above about 30%; also: 0% is about no effect
Target sequence (P34981 whole entry, looked up): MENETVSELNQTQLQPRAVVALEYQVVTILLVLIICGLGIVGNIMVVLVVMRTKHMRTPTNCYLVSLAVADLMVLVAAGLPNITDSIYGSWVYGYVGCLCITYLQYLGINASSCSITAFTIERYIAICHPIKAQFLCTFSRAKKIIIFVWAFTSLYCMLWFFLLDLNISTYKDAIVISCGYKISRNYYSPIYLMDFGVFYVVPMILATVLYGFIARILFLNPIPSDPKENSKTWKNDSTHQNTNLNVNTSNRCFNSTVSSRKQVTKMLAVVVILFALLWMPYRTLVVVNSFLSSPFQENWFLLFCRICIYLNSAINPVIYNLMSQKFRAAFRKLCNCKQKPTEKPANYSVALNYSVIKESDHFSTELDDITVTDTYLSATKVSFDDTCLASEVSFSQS
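Fluo-8-loaded TRHR cells; 10 s baseline, compound added, kinetic Ca2+ fluorescence read 1/s, agonist mode.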
TrxR1 inh: qHTS Assay for Inhibitors of Mammalian Selenoprotein Thioredoxin Reductase 1 (TrxR1): qHTS; hit rate 1% among 390,000; recombinant rTrxR1, NADPH fluorescence consumption, selenite substrate; Potency, µM (doses to about 114 µM), without a hit: at the top dose activity change, negative = inhibition, actives largely listed as inhibitors; Thioredoxin reductase 1, cytoplasmic (Rattus norvegicus), O89049; AID 588453, 2011; also: potency is read from the fitted curve at half-maximal effect; % is scaled to controls: 0 for no effect and ±100 for the full control effect; nearly all actives have a fitted effect of over 65% in size
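Rat TrxR1 (90 nM in the dispensed reagent) was pre-reduced with 400 uM NADPH for 5 min at room temperature, then incubated with compound for 15 min. After 400 uM selenite was added, NADPH fluorescence (Ex 340/Em 450 nm) was followed for 8 min.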
PI4K2A block: qHTS for small molecular inhibitors of PI4K2A | Phosphatidylinositol 4-kinase type 2-alpha (Homo sapiens), Q9BTU6 | purified PI4K2A, ADP-Glo luminescence, 1 h; stronger effect = lower value | activity change, negative = inhibition, % at 76.9 µM | hit rate 0.13% among 420,000 | AID 1346378, 2018; in the data active = activity change below about -50%; inconclusive = mostly about -30% to -49%;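 also: -100% = wells without enzyme as full effect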
Target sequence (Q9BTU6 whole entry, looked up): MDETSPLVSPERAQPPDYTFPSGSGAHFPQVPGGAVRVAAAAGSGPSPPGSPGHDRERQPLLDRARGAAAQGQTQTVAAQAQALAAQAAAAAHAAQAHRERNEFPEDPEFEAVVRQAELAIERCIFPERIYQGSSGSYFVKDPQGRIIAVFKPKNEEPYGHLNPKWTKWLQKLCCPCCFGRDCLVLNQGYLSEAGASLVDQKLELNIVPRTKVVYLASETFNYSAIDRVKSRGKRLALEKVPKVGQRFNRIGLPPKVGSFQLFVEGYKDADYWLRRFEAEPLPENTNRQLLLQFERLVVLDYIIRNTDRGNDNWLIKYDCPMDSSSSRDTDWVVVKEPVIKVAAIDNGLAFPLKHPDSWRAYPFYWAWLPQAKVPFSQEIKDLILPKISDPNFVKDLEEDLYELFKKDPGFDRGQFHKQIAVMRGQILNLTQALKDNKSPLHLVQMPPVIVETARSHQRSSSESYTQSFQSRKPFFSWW
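PI4K2A activity was measured by ADP-Glo luminescence: enzyme (4 ug/mL stock) and phosphatidylinositol (1.2 mM stock) in Tris pH 7.5/MgCl2/EGTA/Triton X-100 buffer were reacted with ATP (300 microM stock) for one hour at ambient temperature.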
USP1 inh: Inhibitors of USP1/UAF1: Primary Screen | hit rate 0.23% among 390,000 | AID 743255, 2014 | Ubiquitin carboxyl-terminal hydrolase 1 (Homo sapiens), O94782 | Potency, µM (top dose mostly 57.1 µM), for inactives: top-dose activity change, negative = inhibition, actives largely listed as inhibitors | recombinant USP1/UAF1, Ub-Rhodamine cleavage fluorescence; also: potency is read from the fitted curve at half-maximal effect; % is scaled to controls: 0 for no effect and ±100 for the full control effect; nearly all actives have a fitted effect of over 60% in size; inactives centre near -12
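Step one: compound is pinned into 1nM USP1/UAF1 in HEPES pH 7.8 buffer with TCEP. Step two: 15 min room-temperature incubation. Step three: Ub-Rho (150nM final) starts cleavage, tracked by fluorescence over six one-minute reads.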
D2 agonist: HTS Assay for Allosteric Agonists of the Human D2 Dopamine Receptor: Primary Screen for Agonists. HEK293 T-REx D2 cells, calcium flux agonist mode. activation, % at 2 µM. hit rate 0.53% among 340,000. AID 485358, 2010;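 active = activation over 3 SD above normal in the single-dose calcium agonist read, cut at about 30% in these data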; also: 0% is about no effect
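Calcium-flux readout, 1 cycle/sec over 180 s following compound pin transfer, in inducible HEK293 Trex D2 cells (force-coupled); dopamine controls included. Positive calcium responses during this window marked compounds as potential agonists.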
D2 antag: HTS Assay for Allosteric Antagonists of the Human D2 Dopamine Receptor: Primary Screen for Antagonists | D(2) dopamine receptor (Homo sapiens), P14416 | HEK293 TREx D2 cells, calcium flux, dopamine EC80 | inhibition, % at 10 µM | hit rate 2% among 340,000 | AID 485344, 2010; in the data active = inhibition above about 30%; also: 0% is about no effect
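Read-out: kinetic calcium fluorescence (1 cycle/s) in inducible HEK293 T-REx D2 cells after an EC80 dopamine addition that followed 180 s compound preincubation. Loss of the dopamine response indicates antagonism.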
TRHR enhancer: qHTS for Small Molecule Agonists and Allosteric Enhancers of Human TRH Receptor: Primary Screen for Enhancers | TRHR cells, fluo-8 calcium fluorescence, EC20 TRH enhancement | Thyrotropin-releasing hormone receptor (Homo sapiens), P34981 | enhancement, % at 2 µM | hit rate 0.66% among 360,000; in the data active = enhancement above about 30%; also: 0% is about no effect
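TRHR-expressing cells loaded with fluo-8 calcium dye were read kinetically (ex 480/em 530) during compound addition, then stimulated with an EC20 of TRH (10 nM final). Enhancement of the Gq-mediated intracellular calcium response was scored.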
Numbers without * were called inactive; ? = inconclusive; / = not tested or not shown; & = joins results of further samples; [ ] = remark or other dose. Unless noted, calls follow the shape of the dose curve; as a rule, active = well fitted inhibition curve with a large enough effect; inconclusive = small, poorly fitted or top-dose-only effect; inactive = no such curve, though single readings can be large or run the other way.

Molecule	D2 antag	TRHR ag	mIDH1 inhibitor	TrxR1 inh	D2 agonist	PI4K2A block	TrxR1 substrate	TRHR enhancer	USP1 inh
Cn1c(CN2CCN(c3ccc(Cl)cc3)CC2)nc2ccccc21	3	-0.4	2%	9%	0.2	6	6%	17	-15%
Cc1ccc(S(=O)(=O)NNC(=O)Nc2cccc(F)c2)c(C)c1	/	-0.3	-3%	-5%	/	-2	-4%	7	-4%
COc1ccccc1NC(=O)c1cc(N)cc(C(=O)Nc2ccccc2OC)c1	/	/	-1%	25%	/	3	7%	/	-20%
CCOc1cc(/C=C2\CCC/C(=C\c3cc(Cl)c(O)c(OCC)c3)C2=O)cc(Cl)c1O	3	8.8	6%	-47%	3.0	-13	-7%	0	-18%
CCN(CC)CCNc1nc2c(c(=O)[nH]c(=O)n2C)n1CCCc1ccccc1	1	-0.1	8%	-4%	-0.1	-2	-9%	-2	-20%
COc1cc(OC)c(C(=O)OCC(=O)N2CC(=O)Nc3ccccc32)cc1OC	-2	0.6	11%	13%	0.8	-1	-3%	7	-14%
O=C(CNC(=O)c1ccco1)OCC(=O)c1ccc2ccccc2c1	-11	-0.2	2%	18%	0.2	7	27%	-7	-17%
O=C(Cc1c(Cl)cccc1Cl)N/N=C/c1cccnc1	0	0.6	-1%	24%	1.0	1	2%	-1	-11%
COc1ccc(/C=N/NC(=O)c2ccncc2)cc1Cn1nc([N+](=O)[O-])c(Br)c1C	5	-0.4	8%	9%[57.1 µM]	-2.0	-3	-11%	-3	-12%
S=c1[nH]c(-c2ccccc2)cn1/N=C/c1cccnc1	1	-0.6	-4%	1%	0.0	-1	3%	3	-11%
Fc1ccc(-c2nn(-c3ccc(Cl)cc3)c3c2cnc2ccc(F)cc23)cc1	/	0.3	-7%	13%[57.1 µM]	1.8	2	6%[57.1 µM]	-6	-5%
CCOC(=O)Cn1nnnc1CN(Cc1cccs1)Cc1cc2cc(C)ccc2[nH]c1=O	-2	-0.7	5%	19%	0.6	2	6%	-6	-12%
O=C(CCCn1c(=S)[nH]c2ccsc2c1=O)NCc1ccco1	3	-1.0	3%	?	-0.5	6	4%	0	-8%
O=[N+]([O-])c1ccc(N=Cc2c(O)ccc3ccccc23)cc1	1	0.1	4%	-21%	12	9	-17%	-2	-22%
Cc1ccc(NC(=O)CCN2CCN(CCO)CC2)cc1Br	9	0.5	12%	22%	-0.1	-30	-5%[57.1 µM]	4	-10%
CC(C)N1CCN(Cc2ccc(Oc3ncccn3)cc2)CC1CCO (stereo not given)	8	0.4	2%	16%	0.1	-4	4%	-5	-20%
CCc1ccc(OCc2nnc(SCC(=O)NCc3ccco3)o2)cc1	-18	-0.6	-1%	1%	-0.5	5	-5%	-7	-6%
COc1ccc(C2C(C(=O)c3sc(C)nc3C)=C(O)C(=O)N2CCCn2ccnc2)cc1 (stereo not given)	/	/	6%	-6%	/	6	-5%	/	-3%
O=C1C[C@@H]2c3c(cccc3CN1Cc1ccc(Cl)cc1)C[C@@H](O)[C@H]2O	/	/	0%	3%&-12%	/	1	-1%&-8%	/	?
COC(=O)c1c(C)[nH]c(C(=O)OC(C)C(=O)N(C)C2CCCCC2)c1C (stereo not given)	/	-0.1	-2%	1%	/	-2	-2%	9	3%
O=C(Cc1ccccc1[N+](=O)[O-])NNC(=O)c1ccncc1	-10	0.2	-1%	15%	0.3	-1	-4%	1	-2%
COc1cccc(C2c3c(oc4ccccc4c3=O)C(=O)N2Cc2ccco2)c1 (stereo not given)	/	/	0%	5%	/	-1	1%	/	3%
O=C(Nc1ccc(Cn2ccnc2)cc1)c1cccc(C(F)(F)F)c1	6	-0.3	-3%	13%	-0.5	-1	1%	-1	-21%
CCOCc1c(C(=O)NC2=Nc3ccccc3NC(CC)=C2C(=O)OCC)oc2ccccc12	-9	-0.2	3%	24%	0.9	0	-1%	-4	-24%
Cc1ccc(C(=O)OCC(=O)N2CCC(c3ccccc3)=N2)c(C)c1	-13	0.5	6%	9%[57.1 µM]	-1.3	-6	-1%[57.1 µM]	6	-9%
Cc1ccc2c(c1)C(=O)C(=O)N2CCCOc1ccccc1	-1	0.6	4%	13%	0.5	24	0%	-7	-12%
CCOC(=O)C1CCCN(c2cc(=O)n(C3CCCCC3)c(=O)[nH]2)C1 (stereo not given)	2	-0.3	1%	-17%	-0.3	-4	2%	1	6%
O=C(/C=C/c1c(Cl)cccc1Cl)NCc1ccccc1	/	-1.6	-3%	-16%	/	-4	0%	2	-15%
COCCCN1C(=O)C(=O)/C(=C(/O)c2ccc(S(=O)(=O)N3CCOCC3)cc2)C1c1ccc(OC)cc1 (stereo not given)	11	0.4	1%	-16%	1.2	1	-9%	6	-18%
Cc1ccc2c(Cl)cc(Cl)c(OCC(=O)NCc3ccco3)c2n1	-4	-1.2	/	/	-1.3	/	/	-4	/

Record cards, as listed above:
Results for COc1ccc(/C=N/NC(=O)c2ccncc2)cc1Cn1nc([N+](=O)[O-])c(Br)c1C → D2 antag: 5; TRHR ag: -0.4; mIDH1 inhibitor: 8%; TrxR1 inh: 9%[57.1 µM]; D2 agonist: -2.0; PI4K2A block: -3; TrxR1 substrate: -11%; TRHR enhancer: -3; USP1 inh: -12%
Results for CCOC(=O)C1CCCN(c2cc(=O)n(C3CCCCC3)c(=O)[nH]2)C1 (stereo not given) → D2 antag: 2; TRHR ag: -0.3; mIDH1 inhibitor: 1%; TrxR1 inh: -17%; D2 agonist: -0.3; PI4K2A block: -4; TrxR1 substrate: 2%; TRHR enhancer: 1; USP1 inh: 6%

The list continues.
Molecule	D2 antag	TRHR ag	mIDH1 inhibitor	TrxR1 inh	D2 agonist	PI4K2A block	TrxR1 substrate	TRHR enhancer	USP1 inh
O=C(OCc1cccc(F)c1)c1ccc2c(c1)-c1ccccc1C2=O	-4	0.4	2%	-5%[57.1 µM]	0.5	-4	3%[57.1 µM]	2	-9%
CN1CCCN(Cc2ccccc2C(F)(F)F)CC1	-12	0.0	8%	31%	-1.0	-4	19%	1	-8%
Cc1ccc(N(C(=O)NC2CCCCC2)C2=NCCCCC2)cc1	19	-0.5	-1%	7%	0.5	-2	0%	-5	-21%
CCN1CCN(CCNC(=O)CS(=O)(=O)Cc2nc(-c3ccc(C)cc3)oc2C)CC1	-18	-0.4	-3%	4%[57.1 µM]	0.1	5	-1%[57.1 µM]	9	-5%
CC(c1ccccc1)C(CC(=O)O)C(=O)Nc1ccc(Cl)c(Cl)c1 (stereo not given)	0	0.2	-2%	-7%	-1.1	7	-11%	2	-14%
Cc1c(N(C)S(=O)(=O)c2ccc(Cl)c(C(=O)N3CCC(C(N)=O)CC3)c2)c(=O)n(-c2ccccc2)n1C	-8	-0.1	-9%	-1%[57.1 µM]	0.3	0	-1%[57.1 µM]	10	1%
COc1ccc(/C=C/c2nc(C#N)c(NCc3ccc(F)cc3)o2)cc1OC	/	-1.7	4%	6%	3.2	3	47%[activator]	4	-12%
COc1ccc(NC(=S)NCc2ccc3c(c2)cc(C)n3C)cc1	-15	-1.0	-3%	5%	-1.7	2	-2%	2	-5%
COc1ccc(S(=O)(=O)n2nc(OC(=O)c3cccs3)cc2N)cc1	-21	-0.1	2%	-44%[57.1 µM]	1.2	31	5%	-7	-19%
COc1ccc(S(=O)(=O)N(Cc2nc(-c3ccc(Cl)cc3)no2)C2CCCCC2)cc1	/	2.7	-11%	28%	3.1	-2	-2%	-8	5%
CCOC(=O)C1CCCN(C(=O)c2cn(CC)c3ccc(S(=O)(=O)N(C)C)cc3c2=O)C1 (stereo not given)	35*	0.6	1%	10%[57.1 µM]	1.8	-3	8%[57.1 µM]	2	-18%
N#CCSc1nc2c(cc1C#N)CCCC2	28	-1.4	0%	3%	0.2	-1	3%	-1	0%
CCCCNC(=O)C1C2C=CC3(CN(Cc4ccc(C)cc4)C(=O)C13)O2 (stereo not given)	-15	-0.9	-6%	-1%	-0.5	4	1%	3	-1%
CCN1CCN(C(=O)C2CC(c3ccc(F)cc3)=NO2)CC1 (stereo not given)	/	0.6	-7%	13%[57.1 µM]	/	-5	2%[57.1 µM]	4	-21%
N#Cc1nc(-c2cccs2)oc1N1CCOCC1	21	-1.7	-2%	?	-1.4	8	/	3	-15%

This is a random part of the collection; 3.9% or so of the library scored in one or more.
